Screening data (PubChem)
iPSC survival up: enhancers of single-cell hiPSC survival, primary screen, ATPlite luminescence; 100% = ROCK inhibitor wells, 0% = DMSO; survival enhancement, % at 20 µM; 360,000 compounds, 0.044% hits; in the data active = survival enhancement above about 18%;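 also: cells exposed to compounds for 16 hours before the ATP read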
ABHD5 PLIN5 PPI: ABHD5-PLIN5 interaction inhibitors, primary screen, cell lysate, split luciferase complementation, luminescence. Perilipin-5 (Homo sapiens) + 1-acylglycerol-3-phosphate O-acyltransferase ABHD5 (Homo …. inhibition, % at 4 µM. 360,000 compounds, 0.78% hits. Split G. princeps luciferase complementation, 4 h. AID 602281, 2012;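 active = inhibition above the mean inhibition across every tested compound plus 3 SD, cut at about 22% in these data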;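 also: 0% = DMSO only wells and the 100% control is not disclosed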
aDG glyco up: activators of alpha-DG glycosylation, primary screen, uHTS, Pro5-aDG cells, AlphaScreen; alpha-DG glycosylation AlphaScreen (IIH6); 0% Pro5, 100% B10-LARGE cell signal; activation, % at 10 µM; 360,000 compounds, 0.22% hits;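 active = activation of at least 8% versus controls, or a plate z-score of at least 8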;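 also: Pro5 are CHO cells carrying HIG-tagged alpha-DG that lacks glycosylation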
Exocytosis inh: LAMP-1 surface exposure blockers, TALL-104 cells – cell-based, flow cytometry, MLPCN library, primary screen | TALL-104 LAMP-1 surface exposure; cells stimulated with thapsigargin and PMA | inhibition, % at 10 µM | 360,000 compounds, 0.66% hits | AID 651702, 2012;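 active = inhibition above about 55%, limit read from the data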
Glyco luc inh: increase of ERlucT glycosylation luciferase signal, primary screen, N-linked glycosylation inhibitor project, D54 ERlucT cells, luminescence, set 2; reporter increase, % at 12.5 µM; AID 588692, 2011; 360,000 compounds, 0.23% hits; D54 ERlucT glycosylation luciferase reporter, 24 h; percent of 100 nM tunicamycin response;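 active = mean luciferase reporter signal, scaled so untreated is 0 and the glycosylation-blocking control 100, at or above a set limit in every replicate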;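 also: luciferase carries N-glycosylation sites so blocking glycosylation raises the light; 0% = median of neutral control wells and 100% = median of 100 nM tunicamycin wells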
MC4R antag cAMP: MC4R antagonists of cAMP signaling, primary screen, cell-based, TR-FRET, antagonist arm of biased-ligand search; MC4R-expressing cells, MTII-stimulated cAMP, LANCE TR-FRET; inhibition, % at 6.5 µM; 360,000 compounds, 0.48% hits; AID 540295, 2011;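 active = inhibition above its plate's cutoff, the mean of tested wells on that plate plus 3 SD, cut at about 29% in these data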;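 also: 0% = Melanotan II alone and 100% = Melanotan II plus saturating MCL0020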
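Material – human MC4R-expressing U2OS cells · Repeats – no replicates · Detection – TR-FRET with Eu-cAMP and labeled anti-cAMP, 671 nm · Times – compound 30 min, challenge 1 h, detection 1 h · Compound – single nominal compound dose of 6.5 µM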
ABCB6 inh 2: ABCB6 transporter inhibitors, primary screen, K562-ABCB6 cells, flow cytometry, MLPCN library; ATP-binding cassette sub-family B member 6 (Homo sapiens), Q9NP58; K562-ABCB6 porphyrin accumulation, 1 h; active compounds read low; fluorescence ratio to DMSO, % at 10 µM; 360,000 compounds, 0.19% hits;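 active = fluorescence ratio to DMSO below 75%, the collection mean minus 3 SD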;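 also: signal is porphyrin accumulated inside mitochondria; 100% equals median channel fluorescence of DMSO control wells; lower ratio means ABCB6 inhibition with less porphyrin fluorescence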
Target sequence (Q9NP58 whole entry, looked up): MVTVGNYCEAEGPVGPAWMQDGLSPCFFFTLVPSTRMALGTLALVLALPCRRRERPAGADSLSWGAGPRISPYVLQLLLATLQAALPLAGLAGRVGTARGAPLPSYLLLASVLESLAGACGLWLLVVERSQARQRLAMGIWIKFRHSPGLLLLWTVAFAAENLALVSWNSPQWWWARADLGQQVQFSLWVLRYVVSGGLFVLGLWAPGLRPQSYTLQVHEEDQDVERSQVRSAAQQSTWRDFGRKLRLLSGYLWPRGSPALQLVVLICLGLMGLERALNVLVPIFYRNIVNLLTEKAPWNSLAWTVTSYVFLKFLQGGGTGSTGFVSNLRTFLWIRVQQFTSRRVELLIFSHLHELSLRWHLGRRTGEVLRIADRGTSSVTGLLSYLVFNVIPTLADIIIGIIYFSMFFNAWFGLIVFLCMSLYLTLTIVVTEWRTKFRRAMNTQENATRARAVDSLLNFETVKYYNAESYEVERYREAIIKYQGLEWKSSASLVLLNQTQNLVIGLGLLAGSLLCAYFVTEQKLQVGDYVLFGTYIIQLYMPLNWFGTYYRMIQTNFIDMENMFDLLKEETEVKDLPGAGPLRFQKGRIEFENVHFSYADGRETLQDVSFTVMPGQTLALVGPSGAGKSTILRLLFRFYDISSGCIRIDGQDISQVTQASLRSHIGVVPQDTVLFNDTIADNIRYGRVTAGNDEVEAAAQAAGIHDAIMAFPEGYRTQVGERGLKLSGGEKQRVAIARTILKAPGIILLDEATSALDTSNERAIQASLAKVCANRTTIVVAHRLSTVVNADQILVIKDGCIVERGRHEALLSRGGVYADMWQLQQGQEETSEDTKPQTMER
m5-HT2A agonist: mouse Htr2a agonists via beta-arrestin recruitment, primary screen, cell-based, luminescence; CHO-K1 mHTR2A beta-arrestin complementation; percent of 30 µM serotonin response; 5-hydroxytryptamine receptor 2A (Mus musculus), P35363; activation, % at 7.6 µM; AID 624169, 2012; 360,000 compounds, 0.66% hits;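 active = activation above a run cutoff, the mean activation of all tested compounds plus 3 SD, cut at about 14% in these data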;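 also: 0% = plate median of compound wells and 100% = 30 µM serotonin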
MC4R ag barr: MC4R agonists recruiting beta-arrestin, primary screen, cell-based, luminescence, agonist arm of biased-ligand search. Melanocortin receptor 4 (Homo sapiens), P32245. U2OS MC4R beta-arrestin complementation; percent of melanotan II response, DMSO zero. activation, % at 8.9 µM. 360,000 compounds, 0.98% hits. AID 540308, 2011;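 active = activation above a per-plate cutoff, the mean activation of sample wells on that plate plus 3 SD, cut at about 8% in these data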
H9c2 protect: cardioprotection against H2O2-induced cell death, primary screen, uHTS, H9c2 cells, ATPLite luminescence; H9c2 cardiomyocytes, H2O2 injury protection, 2 h; protection from H2O2 cell death, % at 20 µM; 360,000 compounds, 0.63% hits; AID 588492, 2011;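 active = compounds giving at least 50% protection of heart cells from peroxide-induced death in the single-dose screen, raw or plate-pattern-corrected value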;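 also: 0% = DMSO wells with peroxide and 100% = DMSO wells without peroxide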
* = called active by the depositor.

Screens in order – iPSC survival up, ABHD5 PLIN5 PPI, aDG glyco up, Exocytosis inh, Glyco luc inh, MC4R antag cAMP, ABCB6 inh 2, m5-HT2A agonist, MC4R ag barr, H9c2 protect
- Cc1ccccc1NC(=S)NCCc1ccccc1
 : -1.7, -7, 0.0, 7, -1, 10, 96, 2, -0.3, -2
- Cc1ccc(S(=O)(=O)N2CCN(C(=O)CN3CCOCC3)C2)cc1
 : -0.5, -3, -0.1, 0, 4, -5, 95, -2, -2.4, -2
- O=C(Cc1ccc(Br)cc1)Nc1cccc(S(=O)(=O)N2CCCCC2)c1
 : -0.6, -8, 0.8, -1, 0, 7, 99, -9, 5.5, -4
- Cn1cccc1-c1nc2ccccc2[nH]1
 : -0.9, 1, 0.0, 0, 4, -2, 98, 2, -3.4, 4
- COc1ccc2c(c1)C(SCC(=O)NCc1ccccc1)CC(C)(C)O2 (stereo not drawn)
 : -0.2, -1, -0.2, 18, -1, 5, 98, -2, -0.3, -2
- O=C(O)CC(CNS(=O)(=O)c1cccc2nsnc12)c1ccccc1 (stereo not drawn)
 : -0.7, -6, -0.1, -2, 1, -5, 96, 0, 4.5, -1
- Cc1ccc2c(c1)S/C(=C/c1ccc[n+](CCO)c1)N2C
 : -1.0, 1, -0.3, 10, -1, 2, 231, -7, -0.4, -4
- O=C(C[C@H]1C/C=C\CC[C@@H](Cc2ccc(F)cc2)C(=O)OC[C@H]2CCCN2C1=O)N[C@H](CO)Cc1ccccc1
 : 5.3, -2, 0.0, -3, -1, 1, 91, 4, 0.6, 43
- COc1ccccc1C1=CC(=O)C[C@H](c2ccc(F)cc2)C1
 : 1.3, -1, 1.0, -2, -1, 6, 96, -6, -1.5, -4
- CC(C)CN(CCCNC(=O)CN1C(=O)COc2ccc(S(=O)(=O)N3CCC(C)CC3)cc21)CC(C)C
 : 0.3, 1, 0.1, -4, 0, -1, 98, 5, -3.8, -4

Continued.
Screens in order – iPSC survival up, ABHD5 PLIN5 PPI, aDG glyco up, Exocytosis inh, Glyco luc inh, MC4R antag cAMP, ABCB6 inh 2, m5-HT2A agonist, MC4R ag barr, H9c2 protect
- N#C/C(=C\c1ccc[nH]1)S(=O)(=O)c1ccccc1
 : -0.9, -2, 0.0, -1, 1, 7, 98, -5, -0.3, -5
- CCCCCc1c(C)nc(SCC(=O)O)[nH]c1=O
 : 0.3, 0, -0.3, 2, -1, 1, 97, 1, -2.7, 10
- Cc1nc2c(C)cccn2c1/C(O)=C1\C(=O)C(=O)N(CCN(C)C)C1c1cccs1 (stereo not drawn)
 : 0.5, -1, -0.2, 0, 3, 9, 101, 4, -0.5, 2
- CCOc1ccc(N(CC(=O)NC2CCCCC2)C(=O)CCC(=O)Nc2nc(C)cs2)cc1
 : -0.5, -17, -0.2, -4, -1, 3, 97, 0, 0.6, 2
- CC[n+]1ccc(C[n+]2ccccc2)c2ccccc21
 : -1.0, 0, -0.1, -1, 3, 1, 94, -4, -0.4, 6
- CCn1c(=O)c(C(=O)Nn2c(C)nc3ccccc3c2=O)c(O)c2ccccc21
 : 0.1, 0, 0.8, 0, 1, -1, 85, 1, -0.4, -8
- O=C(CN1C(=O)S/C(=C\c2ccc(F)cc2)C1=O)Nc1cccc(S(=O)(=O)NCc2ccco2)c1
 : -0.6, 1, 0.9, 48, 1, 13, 92, 0, 0.9, -17
- COc1ccc(C=O)cc1OC(=O)N1CCOCC1
 : 0.1, 1, 0.0, -3, 2, 12, 95, -1, -0.2, 0
- COc1ccc(OC)c(/C=N/NC(=O)CN2CCSCC2)c1
 : -0.8, -7, -0.2, -1, 2, 4, 101, -2, -1.8, 4
- COc1cc(/C=C/C(=O)O)cc(S(=O)(=O)NCCO)c1OC
 : -0.8, 4, -0.1, 0, 4, 8, 99, 3, 0.9, 0

Later entries.
Screens in order – iPSC survival up, ABHD5 PLIN5 PPI, aDG glyco up, Exocytosis inh, Glyco luc inh, MC4R antag cAMP, ABCB6 inh 2, m5-HT2A agonist, MC4R ag barr, H9c2 protect
- Cc1ccc(C(=O)OCC(=O)NC(=O)c2cccn2C)cc1
 : 2.0, -1, 2.8, 0, 1, 16, 93, 2, -0.6, -3
- O=C(Cc1cccc(NC(=O)C2CCN(S(=O)(=O)c3cccc([N+](=O)[O-])c3)CC2)c1)Nc1cccc(C(=O)N2CCCCC2)c1
 : 5.3, -3, -0.1, 4, 1, 3, 108, -3, -1.9, 4
- COC(=O)CN1C(=S)N(c2ccc(F)cc2)C(=O)C1CC(=O)Nc1ccc(F)cc1 (stereo not drawn)
 : 1.3, 2, 0.0, 9, 2, 2, 98, -4, 1.1, 4
- CC(C)C[C@H]1C(=O)N2CCC[C@H]2[C@]2(O)O[C@](NC(=O)C3C=C4c5cccc6[nH]c(Br)c(c56)C[C@H]4N(C)C3)(C(C)C)C(=O)N12 (stereo partly drawn)
 : -0.1, -11, 0.4, 5, -2, 23, 100, 48*, 1.2, 8
- COc1ccc(Br)cc1CNC(=O)CCN1C(=O)COc2ccccc21
 : -1.3, 4, 0.0, 2, -4, 20, 100, -1, 0.0, 9
- COc1ncc(-c2ccc3c(c2)S(=O)(=O)c2cccc(C(=O)O)c2C3=O)cn1
 : -0.8, -6, -0.1, -2, 2, 0, 97, 18*, -0.1, -1
- CCCCn1c(N)c(N(CC(C)C)C(=O)c2c(CC)noc2C)c(=O)[nH]c1=O
 : -0.3, 10, -0.2, 4, 4, 9, 101, 1, 2.9, -1
- O=C(CC(O)(c1ccccc1)C(F)(F)C(F)F)c1cccs1 (stereo not drawn)
 : -2.3, -2, 0.1, 6, -2, 13, 104, -4, -0.6, 0
- COC(=O)CNC(=O)C1CC(=O)N(CCc2ccc(F)cc2)C1 (stereo not drawn)
 : 0.7, 1, -0.2, 2, 3, 1, 89, -1, -0.1, 5
- COc1cc(NC(=O)c2cccc([N+](=O)[O-])c2)ccc1NC(=O)c1cc2ccccc2o1
 : 1.5, -5, -0.2, -11, -6, -1, 114, -1, 2.0, -4

(cont.)
Screens in order – iPSC survival up, ABHD5 PLIN5 PPI, aDG glyco up, Exocytosis inh, Glyco luc inh, MC4R antag cAMP, ABCB6 inh 2, m5-HT2A agonist, MC4R ag barr, H9c2 protect
- CCOC(=O)c1cnn(-c2nc3c(C)cccc3s2)c1C
 : 4.1, 0, 0.0, 2, 4, 5, 100, -1, 0.0, -13
- CC1=NOC(=O)/C1=C\c1ccc(-c2ccccc2Br)o1
 : -1.4, 43*, -0.3, 92*, 10, 62*, 99, -2, -3.2, -23
- COc1ccc(Br)cc1CNC(=O)CCCc1cn(C)c2ccccc12
 : 0.9, 8, 0.1, -1, -3, 6, 97, -1, 0.5, -10
- COc1ccc(CN2CCNC(=O)C2CC(=O)NC2CCCCCC2)c(F)c1 (stereo not drawn)
 : -0.6, 0, -0.1, -1, 2, -6, 123, 12, 0.0, -1
- O=C(NCc1ccccc1)Nc1cccn(Cc2ccccc2)c1=O
 : -0.3, -1, 0.1, -1, -2, -6, 95, -3, -0.7, -12
- Cc1cc(NC(=O)c2ccc3nc(-c4ccccc4)c(-c4ccccc4)nc3c2)no1
 : -0.2, -2, -0.2, 8, -1, 7, 102, -2, 6.7, -2
- CCOc1cc(S(=O)(=O)N(CC)CC)ccc1Cl
 : -1.1, -11, -0.4, -5, -3, 10, 92, 1, 0.7, -3
- COc1ccccc1CNC(=O)CN1C(=O)NC(C)(c2ccc(C)cc2)C1=O (stereo not drawn)
 : -0.4, -3, -0.1, -13, 0, 2, 98, -3, 0.9, 1
- O=C1CC(NNc2ccccc2)C(=O)N1c1cccc(Cl)c1 (stereo not drawn)
 : -0.1, 9, 0.1, -4, 3, 1, 118, 0, 2.5, 4
- CC1=C(C(=O)OCc2ccccc2)C(c2cccnc2)n2nnnc2N1 (stereo not drawn)
 : 8.2, -1, -0.1, 2, 1, 17, 91, 0, -2.3, -5

(next part)
molecule	iPSC survival up	ABHD5 PLIN5 PPI	aDG glyco up	Exocytosis inh	Glyco luc inh	MC4R antag cAMP	ABCB6 inh 2	m5-HT2A agonist	MC4R ag barr	H9c2 protect
CCOC(=O)N1CCC(N2Cc3cccc(C(=O)N4CCN(c5cccc(Cl)c5)CC4)c3C2=O)CC1	2.1	4	0.3	0	4	0	97	12	3.8	7
CC(C(=O)Nc1ccccc1)N(C)Cc1cccs1 (stereo not drawn)	-0.4	-7	0.1	-8	0	5	99	8	1.1	-2
CCN(CC)S(=O)(=O)c1cc(C(=O)N=c2sccn2C)ccc1OC	0.5	0	-0.3	-21	0	-3	84	-1	-3.2	8
Cc1ccc(-n2c(N)c(C(N)=O)sc2=S)cc1	-0.6	-1	0.0	4	-1	1	99	19*	0.3	-6
O=C(N/N=C/c1cccs1)C1CC(=O)N(c2ccccc2)C1 (stereo not drawn)	2.2	-2	-0.1	1	3	8	97	1	-2.6	8
CC(C)C(=O)Nc1nnn(C)n1	-3.0	4	-0.1	1	0	-6	97	5	-0.7	2
O=C(NCc1cccs1)C1CC(=O)N(C2CCCC2)C1 (stereo not drawn)	-1.2	-4	0.6	11	-1	12	98	2	0.9	2
CC1(C(=O)O)CCC(C(N)=O)C1(C)C (stereo not drawn)	-0.7	-4	-0.1	-2	0	-3	98	9	1.0	4
O=C(Nc1c2c(nn1-c1cccc(Cl)c1)CS(=O)(=O)C2)c1ccco1	0.5	12	0.1	0	4	4	97	2	0.7	-2
CCOC(=O)C1CCCN(C(=O)/C=C/c2cc(OC)c(OC)c(OC)c2)C1 (stereo not drawn)	2.6	-2	0.5	-2	2	10	89	3	-0.5	-1
CCS(=O)(=O)N1Cc2ccccc2CC1C(=O)N(C)CC(=O)Nc1cccc(F)c1 (stereo not drawn)	-0.4	-3	-0.1	0	-1	7	97	-2	-3.5	7

Five compounds already listed, sorted by SMILES length, low to high.
molecule	iPSC survival up	ABHD5 PLIN5 PPI	aDG glyco up	Exocytosis inh	Glyco luc inh	MC4R antag cAMP	ABCB6 inh 2	m5-HT2A agonist	MC4R ag barr	H9c2 protect
CC1(C(=O)O)CCC(C(N)=O)C1(C)C (stereo not drawn)	-0.7	-4	-0.1	-2	0	-3	98	9	1.0	4
Cc1ccc(-n2c(N)c(C(N)=O)sc2=S)cc1	-0.6	-1	0.0	4	-1	1	99	19*	0.3	-6
CC1=NOC(=O)/C1=C\c1ccc(-c2ccccc2Br)o1	-1.4	43*	-0.3	92*	10	62*	99	-2	-3.2	-23
Cc1ccc2c(c1)S/C(=C/c1ccc[n+](CCO)c1)N2C	-1.0	1	-0.3	10	-1	2	231	-7	-0.4	-4
CC1=C(C(=O)OCc2ccccc2)C(c2cccnc2)n2nnnc2N1 (stereo not drawn)	8.2	-1	-0.1	2	1	17	91	0	-2.3	-5
